HCV inhibitor – qHTS Assay for Inhibitors of Hepatitis C Virus (HCV). Huh7.5.1 HCVcc-Cre infection, luciferase reporter, 44 h. Potency, µM (highest dose often 41.8 µM), without a hit: top-dose activity change, negative = inhibition, actives largely listed as inhibitors. 340,000 compounds, 3.4% hits. AID 651820, 2012; note: potency is the fitted concentration of half-maximal effect
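Cells (1,000/well) were plated 4 h before compound, then infected with HCVcc-Cre virus (~0.5 moi). After 44 h further culture, infection was read as luciferase luminescence following a 15 min substrate incubation at room temperature.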
AmpC detergent – qHTS Inhibitors of AmpC Beta-Lactamase (assay with detergent); AmpC hydrolysis of nitrocefin, absorbance 480 nm, 0.01% Triton; 370,000 compounds, 0.041% hits; Potency, µM (doses to about 114 µM), for inactives: at the highest dose activity change, negative = inhibition, most hits filed as inhibitors; P00811;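 note: potency is the fitted concentration of half-maximal effect; 0% = no-compound wells and -100% = no-enzyme wells; nearly all actives have a fitted effect of over 25% in size; some results filed as inactive show a strong effect at the top dose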
Target sequence (P00811 whole entry, looked up): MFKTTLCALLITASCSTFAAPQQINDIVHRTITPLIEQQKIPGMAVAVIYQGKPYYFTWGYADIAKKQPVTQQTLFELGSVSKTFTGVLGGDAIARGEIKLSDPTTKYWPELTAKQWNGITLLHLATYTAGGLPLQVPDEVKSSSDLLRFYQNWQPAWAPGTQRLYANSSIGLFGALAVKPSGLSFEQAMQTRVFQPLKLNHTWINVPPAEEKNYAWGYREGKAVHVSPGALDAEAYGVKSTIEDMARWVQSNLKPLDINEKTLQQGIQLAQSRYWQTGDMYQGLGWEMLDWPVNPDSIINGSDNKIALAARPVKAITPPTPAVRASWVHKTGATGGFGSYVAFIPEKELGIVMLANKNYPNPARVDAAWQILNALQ
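20 mM phosphate pH 7.0 + 0.01% (detergent screen) or 0.0001% Triton X-100; 5.3 nM AmpC reagent; cpd preinc 15 min RT; nitrocefin (800 uM stock) to start; A480 q20 s × 4 min; Activity was normalised to no-enzyme and no-compound control wells.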
Sm TGR block – qHTS Assay for the Inhibitors of Schistosoma Mansoni Peroxiredoxins. Schistosoma mansoni thioredoxin glutathione reductase (TGR), Q962Y6. purified TGR, DTNB reduction, TNB absorbance 405 nm. Potency, µM (doses to about 114 µM), for the others: at the top dose activity change, negative = inhibition, most hits filed as inhibitors. 360,000 compounds, 3% hits; note: potency is the fitted concentration of half-maximal effect; nearly all actives have a fitted effect of over 60% in size
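Kinetic colorimetric format: TGR-catalysed, NADPH-driven DTNB reduction monitored via TNB absorbance. Enzyme dispensed at 20 nM; compound exposure 15 min at room temperature before reaction start.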
HCMV antiviral – qHTS Assay for inhibitors of the human cytomegalovirus (HCMV). activity change, negative = inhibition, % at 57.5 µM. 410,000 compounds, 4.5% hits. HFF cells, HCMV-luciferase reporter, 72 h; hits give low values. AID 1259415, 2018; in the data active = activity change below about -60%; inconclusive = no clear call, values can overlap the other calls; inactive = above about -39%
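Two compound doses tested in HFFs infected with HCMV-luciferase, MOI 1 PFU/cell, 72 h at 37C. Lysate luminescence read with OneGlo; data normalized against buffer-only and 10uM Salinomycin inhibitor controls.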
AMA1-RON2 inh – qHTS for Inhibitors of AMA1-RON; Towards Development of Antimalarial Drug Lead: Primary Screen | AlphaScreen AMA1-biotinylated RON2 peptide binding | Plasmodium falciparum AMA1 (3D7) - RON2 peptide interaction | 360,000 compounds, 0.2% hits | Potency, µM (top dose mostly 58.2 µM), for the others: top-dose activity change, negative = inhibition, actives largely listed as inhibitors | AID 720542, 2013;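 note: potency is the fitted concentration of half-maximal effect; 0% = vehicle wells and -100% = peptide control; nearly all actives have a fitted effect of over 45% in size; some results filed as inactive show a strong effect at the top dose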
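AMA1 (3D7) with his tag at 25 nM final met compounds first, then biotinylated RON2 peptide at 25 nM; detection used donor plus acceptor beads, 10 µg/mL apiece, read by AlphaScreen after 30 min at room temperature.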
Giardia FBPA inh – qHTS Assay for Inhibitors of Fructose-1,6-bisphosphate Aldolase from Giardia Lamblia | A8B2U2 | purified Giardia FBPA | Potency, µM (series often up to 59.6 µM), for the others: at the top dose activity, negative = inhibition, usual class: inhibitors | 290,000 compounds, 0.71% hits; note: potency is the fitted concentration of half-maximal effect; nearly all actives have a fitted effect of over 55% in size
Target sequence (A8B2U2 whole entry, looked up): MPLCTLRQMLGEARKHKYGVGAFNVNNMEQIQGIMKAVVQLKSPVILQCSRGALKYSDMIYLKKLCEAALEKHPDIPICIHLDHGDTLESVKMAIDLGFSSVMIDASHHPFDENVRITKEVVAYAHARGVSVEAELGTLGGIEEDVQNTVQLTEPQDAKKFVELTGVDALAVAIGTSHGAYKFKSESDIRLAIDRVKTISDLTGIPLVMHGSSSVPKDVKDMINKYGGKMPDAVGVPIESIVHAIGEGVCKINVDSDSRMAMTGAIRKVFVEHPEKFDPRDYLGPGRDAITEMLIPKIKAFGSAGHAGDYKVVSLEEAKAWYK
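40 nM FBPA preincubated 10 min at RT with compound (up to 57.5 uM final), then substrate plus GAPDH/TPI/NAD/arsenate coupling and diaphorase/resazurin added. Fluorescence read after 20 min at RT, 525/598 nm.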
* hit, by the source's call; ? = inconclusive; / = no result given; & = joins results of further samples; [ ] = another dose, or the depositor's remark. Unless noted, calls come from the whole dose curve; as a rule, active = well fitted curve in the direction sought with a large enough effect; inconclusive = small, poorly fitted or top-dose-only effect, or another doubt; inactive = no such curve, though single readings can be large; an effect the other way counts as inactive or inconclusive. Unless noted, % is set by controls: 0 for no effect and ±100 for the full control effect.

Results follow in this order: AmpC detergent, Giardia FBPA inh, Sm TGR block, HCV inhibitor, HCMV antiviral, AMA1-RON2 inh
CCOc1cc(C(=O)NCCc2csc3nc(-c4ccccc4F)nn23)cc(OCC)c1OCC
→ 3%, /, 0%, /, -1, /
c1ccc2cc(-c3csnn3)ccc2c1
→ 8%, 4%, 6%, -7%, -17, 11%
COc1ccc(C2/C=C\CN(Cc3ccncc3)CC(=O)N2Cc2ccc(F)cc2)cc1 (configuration not stated)
→ 1%, 1%&1%, ?, ?, 9, 11%
CC1CCCC(C)N1C(=O)COC(=O)COc1ccccc1C#N (configuration not stated)
→ -13%, /, -3%, 1%, -24, -3%
O=C(CCSCc1cccc(Cl)c1)NCCC1=CCCCC1
→ -8%, 1%, -8%, 9%, -29, -3%[11.6 µM]
COc1ccc(O)c(C(=O)c2cnc3onc(C)c3c2)c1
→ -5%, 0%, -10%, 14%, 40, 1%
CC12C=CC(=O)C=C1CCC1C2C(=O)C[C@@]2(C)C1CCC2(O)C(=O)CO (some centres not stated)
→ /, /, /, -3%, -30, 0%
O=C(Nc1ccc(F)cc1)c1ccc(COc2ccccc2)cc1
→ -1%, 4%, -2%, 0%, -26, 10%
CN(C)C(=O)CSc1nc(SCC(=O)N(C)C)n(-c2ccccc2)n1
→ 4%, 9%, 3%, 12%, 6, -3%
Cc1ccc(C(=O)CCC2CCCC2=O)cc1 (configuration not stated)
→ ?, -1%, 1%, 5%, 29, -6%
COc1cccc(CNC(=O)Cn2c(=O)oc3cc(S(=O)(=O)N4CCCCC4)ccc32)c1
→ 2%, /, -4%, -21%, -20, 2%
COc1ccc(CNC(=O)C2CCCCN2S(=O)(=O)c2ccc(F)cc2)cc1 (configuration not stated)
→ -4%, /, -4%, /, -13, /
COC(=O)c1ccccc1NC(=O)CSc1nnc(-c2cccnc2)n1N
→ -4%, -20%, 7%, 15%, 5, -15%
Cc1ccc(NC(=O)C2CCCN(S(=O)(=O)c3ccc4[nH]c(=O)ccc4c3)C2)cc1C (configuration not stated)
→ ?, -2%, -14%&-3%, -18%, 17&-26, -6%
Cc1cc2c(cc1S(=O)(=O)NCC(C)c1ccccc1)n(C)c(=O)c(=O)n2C (configuration not stated)
→ ?, -6%, 4%, -6%, -13, 1%
COC(=O)c1[nH]c2ccccc2c1NS(=O)(=O)c1ccc(F)c(C)c1
→ -2%, 3%, -3%, -26%, -26, -5%
CCOC(=O)C1=C(COC(=O)C2CC(=O)N(c3ccc(C)cc3)C2)NC(=O)NC1C (configuration not stated)
→ ?, /, 0%, -8%, -4, 0%
O=C(c1ccccn1)C1CCCN(Cc2nc(Cc3cccc(F)c3)no2)C1 (configuration not stated)
→ -3%, 4%, -19%, ?, -6, -21%
CN1C(=O)CC(N2CCN(C(=O)c3ccccc3)CC2)C1=O (configuration not stated)
→ ?, 1%, 0%, 8%, -30, -10%
COCCn1c(SCC(=O)Nc2ccc(NC(=O)c3ccco3)c(OC)c2)nc2ccccc2c1=O
→ 2%, 0%, -16%, ?, ?, 7%
COc1ccccc1N(C)S(=O)(=O)c1ccc(C(=O)OCC(=O)Nc2cc(C)on2)cc1
→ 2%, 3%, 1%, -1%, ?, -2%
O=C(NCCCCc1ccccc1)C12CN(Cc3ccccc3)CC1C(c1ccc([N+](=O)[O-])cc1)=NO2 (configuration not stated)
→ -8%, 5%, -1%, ?, -29, -16%
Cn1nnc(NC(=O)CSc2ncn[nH]2)n1
→ -13%, -2%, 11%, 0%, 41, 3%
O=C(COc1ccc2ccccc2c1)NCCn1ccc2ccccc21
→ ?, -8%, 6%, -20%, 3, -13%
COC(=O)C(NC(=O)CCc1c(C)nc2cc(-c3cccc(F)c3)nn2c1C)C(C)C (configuration not stated)
→ ?, /, -6%, /, ?, /
COc1ccc(NC(=O)Nc2ccccc2F)c(C)c1
→ 12%, 1%, 12%, -10%, -8, 4%
CN(Cc1ccc(F)cc1)C(=O)COc1ccc2ccccc2c1
→ -10%, 3%, -21%, -11%, -16, -5%
Cc1ccc(C)c(NC(=O)CCn2cnnn2)c1
→ 0%&3%, 0%, 2%&7%, 15%, 19&3, 6%
COC(=O)c1ccccc1NC(=O)C1CCCN(S(=O)(=O)c2ccc(OC)cc2)C1 (configuration not stated)
→ 3%, 3%, 8%, ?, -23, -5%
O=C(c1cc(COc2ccc(F)cc2Cl)on1)N1CCC(OCc2cccnc2)CC1
→ 2%, -3%, 4%, -12%, -68*, -6%
O=C1NC(NS(=O)(=O)c2ccc(Cl)cc2)(C(F)(F)F)C(=O)N1c1ccccc1 (configuration not stated)
→ -5%, 7%, 5%, 1%, 16, 6%
COc1ccc(Cl)cc1NC(=O)C1CCN(S(=O)(=O)c2ccc3c(c2)CCCN3C(=O)C2CCC2)CC1
→ 4%, /, -3%, /, 0, /
CC1(C)Cc2c(cnn2-c2ccc(F)cc2)C(NC(=O)CCN2CCCC2=O)C1 (configuration not stated)
→ -12%, 11%, -13%, 0%, 0, 0%
CC(=O)Nc1ccc(NC(=O)c2c([N+](=O)[O-])c(C(C)(C)C)nn2C)cc1
→ 1%, 2%, 8%, -21%, -26, 2%
Cc1cc(NC(=O)Cc2cccs2)no1
→ -12%, -4%, -9%, -7%, 52, ?
COc1ccc(CCNC(=O)CCc2c(C)nc3cc(-c4cccc(F)c4)nn3c2C)cc1OC
→ -8%, /, 14%, /, -12, /
O=C(COc1ccccc1)NC(NC(=S)Nc1ccccc1O)C(Cl)(Cl)Cl (configuration not stated)
→ 7%, -1%, -10%, -4%, -1, 48%[activator]
COCCNC(=O)Cn1cnc2c(cnn2-c2ccc(C)cc2)c1=O
→ ?, 16%, 89µM*, 18%, 39, -4%
COc1cc(OC)c(OC)cc1CN1CCN(Cc2cccn2C)CC1
→ -15%, ?, ?, -8%, 17, 4%[2.32 µM]
O=C(COC(=O)CCc1c[nH]c(=O)[nH]1)Nc1ccccc1
→ -10%, ?, 40µM*, -4%, 20, 3%

Retrieved by structure from the entries so far:
Results follow in this order: AmpC detergent, Giardia FBPA inh, Sm TGR block, HCV inhibitor, HCMV antiviral, AMA1-RON2 inh
O=C(COc1ccc2ccccc2c1)NCCn1ccc2ccccc21
→ ?, -8%, 6%, -20%, 3, -13%
O=C(c1cc(COc2ccc(F)cc2Cl)on1)N1CCC(OCc2cccnc2)CC1
→ 2%, -3%, 4%, -12%, -68*, -6%
Cc1ccc(C)c(NC(=O)CCn2cnnn2)c1
→ 0%&3%, 0%, 2%&7%, 15%, 19&3, 6%

(next part)
Results follow in this order: AmpC detergent, Giardia FBPA inh, Sm TGR block, HCV inhibitor, HCMV antiviral, AMA1-RON2 inh
O=C(O)c1ccc(S(=O)(=O)c2ccc(Sc3ccc(C(=O)O)c(C(=O)O)c3)cc2)cc1
→ 2%, ?, /, 15%, -16, 10%
Cc1nc(CCNC(=O)C2CCC(=O)N(Cc3cccc(F)c3)C2)sc1C (configuration not stated)
→ -10%, /, -15%, 8%, ?, -11%
CCc1ccc(NC(=O)[C@H](Cc2ccccc2)NC(=O)C2CCN(C(=O)[C@@H](N)CC(C)C)CC2)cc1
→ -9%, -6%, -1%, ?, 8, 33%[activator]
CN(C(=O)Cc1ccccc1)n1cnnc1
→ -15%, 5%, -6%, 9%, -9, -3%
CCN(CC(=O)Nc1c(F)cccc1F)C(=O)Cc1ccc2c(c1)OCCO2
→ ?, /, -14%, -1%, ?, 29%
CCOc1ccc(NC(=O)Cn2cncc2-c2ccc([N+](=O)[O-])cc2)cc1
→ 1%, -1%, 1%, ?, -27, 8%
Cc1ccc(NC(=O)NCCCl)cc1S(=O)(=O)N1CCOCC1
→ 4%, -5%, 4%, -9%, -40, -4%
CC1NC(=O)NC1CCCCCC(=O)Nc1ccc(F)c(Cl)c1 (configuration not stated)
→ 2%, -17%, 2%, 12%, -21, ?
Fc1ccc2c(c1)C(c1ccc(N3CCOCC3)cc1)=NNC(c1cccs1)=N2
→ -5%, -6%, -9%, -17%, /, ?
COc1ccccc1N(CC(=O)Nc1c(C)n(C)n(-c2ccccc2)c1=O)S(=O)(=O)c1ccccc1
→ /, /, /, -2%, -32, 3%
Cc1cc(C)cc(CC2CC(=O)N(c3cc(C)on3)C2=O)c1 (configuration not stated)
→ 1%, 1%, 2%, 8%, -32, -4%
CCNC(=S)N1CCN(CCN=CC2=C(O)CC(c3ccco3)CC2=O)CC1 (configuration not stated)
→ -9%, 1%, -15%, 7%, 40, 13%
C/C(=N\Nc1nc(N2CCCCC2)nc(N2CCOCC2)n1)c1cccs1
→ 1%, 0%, 8%, 10µM*, -26, 6%
Nc1nc(N)c2cc([N+](=O)[O-])ccc2n1
→ /, /, /, ?, -14, 23%
CCOC(=O)c1ccc(NC(=O)c2ccc(NS(C)(=O)=O)cc2)cc1
→ ?, 5%, 6%, 11µM*, ?, 9%
CCCC(CCC)c1nc2ccncc2[nH]1
→ -1%, ?, 1%, 3%, 9, -12%
N/C(CN1CCCC1=O)=N\OC(=O)c1ccc(Cl)cc1
→ -6%, 3%, 4%, 34%[activator], 39, -1%
Cn1c(SCc2nc(-c3ccc(Cl)cc3)no2)nnc1-c1ccccc1
→ -6%, 2%, 0%, 3%, -6, 4%
NC(=O)N/N=C/c1ccc(-n2nncc2-c2ccc(Cl)cc2)cc1
→ -3%, -16%, 1%, 2%, 26, 2%
CCCCOc1ccc(C(=O)NCC(=O)OCC(=O)N2CCN(S(=O)(=O)c3ccc(C)cc3C)CC2)cc1
→ -9%, 14%, -6%, 0%, -26, -6%

Some values from above:
Value of CN(C(=O)Cc1ccccc1)n1cnnc1 under Giardia FBPA inh: 5%
Value of O=C(O)c1ccc(S(=O)(=O)c2ccc(Sc3ccc(C(=O)O)c(C(=O)O)c3)cc2)cc1 under AmpC detergent: 2%

Next section:
Results follow in this order: AmpC detergent, Giardia FBPA inh, Sm TGR block, HCV inhibitor, HCMV antiviral, AMA1-RON2 inh
Oc1ccccc1-c1cc(C(F)(F)C(F)F)nc(-c2ccccc2)n1
→ 0%, -2%, 89µM*, ?, -12, -2%
CCCCn1c(N)nc2ccccc21
→ -8%, -1%, -6%, -4%, -10, 4%
O=C(O)CCCn1c(=O)c2cccn2c2ccc(F)cc21
→ -3%, 5%, -3%, 12%, -36, 5%
Cc1cc(NC(=O)CSc2nc(-c3ccccc3)cs2)no1
→ -14%, 0%, -3%, ?, -18, 3%
CC(C)(O)C#Cc1ccc(CN2CCCC(CO)(Cc3cccc(Cl)c3)C2)cc1 (configuration not stated)
→ 1%, 1%, -11%[57.1 µM], ?, -82*, -9%
CC(C(=O)Nc1ncccn1)(c1ccccc1)c1ccccc1
→ -2%, -3%, 7%, 4%, -13, -5%

Screening data from PubChem BioAssay.
